High-throughput results: PubChem, National Center for Advancing Translational Sciences (NCATS)
TDP1 block = blocks human tyrosyl-DNA phosphodiesterase 1; recombinant TDP1, AlphaScreen DNA substrate cleavage; hit rate 0.28% among 350,000; Q9NUW8; Potency, µM (titrated, usually from 130 µM), for the others: top-dose activity change, negative = inhibition, usual class: inhibitors; also: nearly all actives have a fitted effect of over 40% in size
Target sequence (Q9NUW8 whole entry, looked up): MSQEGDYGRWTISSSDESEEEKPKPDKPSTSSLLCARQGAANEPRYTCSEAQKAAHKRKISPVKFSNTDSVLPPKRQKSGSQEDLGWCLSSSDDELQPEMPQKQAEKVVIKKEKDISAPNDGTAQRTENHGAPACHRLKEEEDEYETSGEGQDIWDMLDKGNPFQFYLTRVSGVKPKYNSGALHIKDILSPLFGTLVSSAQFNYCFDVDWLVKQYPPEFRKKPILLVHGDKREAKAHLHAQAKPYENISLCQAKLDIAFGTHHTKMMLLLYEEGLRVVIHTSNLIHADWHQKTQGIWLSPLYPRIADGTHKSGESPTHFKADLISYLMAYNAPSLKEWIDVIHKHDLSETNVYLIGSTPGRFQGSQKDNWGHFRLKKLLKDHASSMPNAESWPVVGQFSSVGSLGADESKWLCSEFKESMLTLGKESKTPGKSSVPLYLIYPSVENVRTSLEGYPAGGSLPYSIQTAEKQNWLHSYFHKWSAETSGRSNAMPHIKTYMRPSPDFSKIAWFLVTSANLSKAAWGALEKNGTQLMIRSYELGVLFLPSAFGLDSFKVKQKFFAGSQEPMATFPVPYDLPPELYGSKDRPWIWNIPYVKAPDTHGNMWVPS
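AlphaScreen read-out: signal falls as enzyme removes the 3' tyrosine-FITC from a 5'-biotinylated DNA oligo (15 nM, 5 min, RT). Enzyme was E. coli-made recombinant Tdp1 at 1 nM, exposed to compound for 15 min beforehand; beads 10 ug/ml, 10 min.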
N370S GC mod = inhibitors or activators of N370S glucocerebrosidase for Gaucher disease; Potency, µM (highest dose often 59.4 µM), without a hit: at the top dose activity change, negative = inhibition, most hits filed as inhibitors; hit rate 0.092% among 330,000; P04062; N370S GC spleen homogenate, 4MU-glucoside fluorescence;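 also: 0% = full enzyme activity and -100% = no enzyme basal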
FEN1 inh = human FEN1 inhibition | Recombinant FEN1 flap cleavage, fluorescence, 15 min | Potency, µM (series often up to 114 µM), inactives show at the highest dose activity change, negative = inhibition, most hits filed as inhibitors | hit rate 0.35% among 390,000 | AID 588795; also: nearly all actives have a fitted effect of over 65% in size
Target sequence (P39748 whole entry, looked up): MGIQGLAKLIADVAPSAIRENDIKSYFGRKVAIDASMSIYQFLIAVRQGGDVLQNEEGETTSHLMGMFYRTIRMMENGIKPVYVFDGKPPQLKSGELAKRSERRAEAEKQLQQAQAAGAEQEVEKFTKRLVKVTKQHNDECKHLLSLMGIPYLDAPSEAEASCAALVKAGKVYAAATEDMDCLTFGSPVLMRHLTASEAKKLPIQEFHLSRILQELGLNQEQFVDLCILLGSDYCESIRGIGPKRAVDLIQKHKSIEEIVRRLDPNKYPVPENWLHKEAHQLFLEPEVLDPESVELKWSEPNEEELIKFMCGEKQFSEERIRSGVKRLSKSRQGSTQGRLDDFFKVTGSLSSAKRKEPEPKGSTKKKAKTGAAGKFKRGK
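FEN1 at 10 nM preincubated with compounds 15 min at room temperature, then flap DNA substrate added at 50 nM final. Signal read at 0 and 15 min; concentration-response fitted with four-parameter Hill equation.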
An asterisk follows results filed as active; & = joins results of further samples; [ ] = dose if it differs, or a comment. Calls follow the shape of the dose curve; as a rule, active = well fitted curve in the direction sought with a large enough effect; inconclusive = small, poorly fitted or top-dose-only effect, or another doubt; inactive = no such curve, though single readings can be large; an effect the other way counts as inactive or inconclusive. Unless noted, % is scaled to controls: 0 for no effect and ±100 for the full control effect; potency is read from the fitted curve at half-maximal effect.

How did COc1ccc(Cn2c(-c3ccco3)nc3c(c(=O)c4ccccc4n3C)c2=O)cc1 do in these assays?
TDP1 block: -3.9%; N370S GC mod: 6.4%; FEN1 inh: 22.4µM*

Results for CC(C)(C)c1cc(C(=O)N2CCN(c3ncccn3)CC2)ccn1 ?
TDP1 block: -1.0%; N370S GC mod: -0.4%; FEN1 inh: -5.0%

How did COc1ccc(CCn2c(N)c(S(=O)(=O)c3cccs3)c3nc4ccccc4nc32)cc1OC do in these assays?
TDP1 block: -2.9%; N370S GC mod: inconclusive; FEN1 inh: -4.2%

Results for O=C1N(CCCCN2C(=O)C3(OCCO3)c3ccccc32)c2ccccc2C12OCCO2 ?
TDP1 block: 7.2%; N370S GC mod: 3.7%; FEN1 inh: 0.0%

How did CCOc1cc(CNCCSc2nnnn2-c2ccccc2)ccc1OC do in these assays?
TDP1 block: 5.7%; FEN1 inh: 2.7%

Results for COCCCN(C(C)=O)c1nc(-c2ccccc2)cs1 ?
TDP1 block: -5.5%; N370S GC mod: 20.2%; FEN1 inh: 8.3%

Results for CCN1C(=O)/C(=C2/SC(C)=C(C)N2CC)SC1=S ?
TDP1 block: -1.0%; N370S GC mod: -14.0%; FEN1 inh: -0.3%

How did CC(=O)/C(N=Nc1ccc2c(c1)OCO2)=C(\C)O do in these assays?
TDP1 block: 3.2%; N370S GC mod: 21.7%; FEN1 inh: 11.8%

Results for COc1ccc(-c2nnc(SCc3csc(N)n3)n2C)cc1 ?
TDP1 block: 3.9%; N370S GC mod: -3.3%; FEN1 inh: -2.7%

How did Cc1cc(C)cc(OCC(=O)NC2CCCc3ccccc32)c1 (stereo not drawn) do in these assays?
TDP1 block: 2.6%; N370S GC mod: 10.3%; FEN1 inh: -9.0%

What do the screens show for `O=[N+]([O-])c1ccc(N2CCCCC2)cc1SCCO`?
TDP1 block: 2.3%; N370S GC mod: 5.7%; FEN1 inh: 8.8%

What do the screens show for `CC(=O)N1CCN(S(=O)(=O)c2cccc(C(=O)Nc3ccccc3N3CCCC3)c2)CC1`?
TDP1 block: 3.3%; N370S GC mod: -14.1%; FEN1 inh: 1.8%

Results for Cc1ccc(S/C(=N\S(=O)(=O)c2ccc(Cl)cc2)c2ccccc2)cc1 ?
TDP1 block: 9.3%; N370S GC mod: -2.9%; FEN1 inh: -3.3%

Results for CC1=CC(=O)CC(C)(C)C1(O)/C=C/C(C)=C/C(=O)O (stereo not drawn) ?
TDP1 block: 4.4%&1.4%; N370S GC mod: 2.7%&-11.7%; FEN1 inh: 0.7%

How did O=C(Nc1cccc(S(=O)(=O)N2CCOCC2)c1)c1cnccn1 do in these assays?
TDP1 block: -12.8%; N370S GC mod: 0.8%; FEN1 inh: 7.4%

How did Cn1cc(S(=O)(=O)NC2CCCC2)c(=O)n(C)c1=O do in these assays?
N370S GC mod: 4.7%; FEN1 inh: -5.4%

How did COc1ccccc1C/C(N)=N/OC(=O)c1cccc([N+](=O)[O-])c1C do in these assays?
TDP1 block: 11.5%; N370S GC mod: 4.7%; FEN1 inh: -6.6%

How did N=c1oc2cc(O)ccc2cc1C(=O)Nc1ccccn1 do in these assays?
TDP1 block: -2.5%; N370S GC mod: inconclusive

Results for CC(=O)c1cccc(NC(=O)Nc2ccccc2)c1 ?
N370S GC mod: -9.0%; FEN1 inh: 8.8%

How did Cc1ccc2nc(SCC(=O)Nc3ccc(Br)cc3)nc(=O)n2c1 do in these assays?
TDP1 block: 14.5%; N370S GC mod: -4.7%; FEN1 inh: -21.0%

What do the screens show for `CCOC(=O)C1=NN(c2ccc(C)cc2)C2(S1)SC(C(C)=O)=C(C)N2c1ccccc1` (stereo not drawn)?
TDP1 block: 11.4%; FEN1 inh: -6.5%

Results for O=C(O)c1nn(CC(=O)N(C2CCCCC2)C2CCCCC2)c(=O)c2ccccc12 ?
TDP1 block: -1.2%; N370S GC mod: -0.3%; FEN1 inh: 11.7%

How did CC1CCN(S(=O)(=O)c2ccc(C(=O)NC3CCS(=O)(=O)C3)cc2)CC1 (stereo not drawn) do in these assays?
TDP1 block: -3.2%[0.505 µM]; N370S GC mod: 1.6%; FEN1 inh: 11.9%

Results for Fc1ccc(-c2[nH]ncc2CN(CC2CCC2)CC2CCCO2)c(F)c1 (stereo not drawn) ?
TDP1 block: 0.0%; N370S GC mod: 5.3%; FEN1 inh: 12.3%

Results for Cc1ccc(S(=O)(=O)NC(=O)COc2ccc([N+](=O)[O-])cc2)cc1 ?
TDP1 block: 2.5%; N370S GC mod: -0.9%; FEN1 inh: -5.1%

Results for CCCCCCC1(C)NC(c2ccc3c(c2)OCO3)=CC(c2ccccc2O)N1 (stereo not drawn) ?
TDP1 block: 1.7%; FEN1 inh: -17.3%

Results for Cc1ccc(NNC(=O)CCc2ccccc2)c(C)c1 ?
TDP1 block: 7.1%; N370S GC mod: -5.9%; FEN1 inh: 0.4%

What do the screens show for `COc1cccc(NC2c3ccccc3C(=O)N2Cc2ccco2)c1` (stereo not drawn)?
TDP1 block: 5.9%; N370S GC mod: 5.9%; FEN1 inh: -2.7%

What do the screens show for `CC(C)c1ccc(NC(=O)N(CCc2nc3ccccc3[nH]2)C2CCCC2)cc1`?
TDP1 block: 5.0%; N370S GC mod: -14.6%; FEN1 inh: -18.3%

How did COc1ccc(N2C(=O)CC(NCc3cccc(F)c3)C2=O)cc1 (stereo not drawn) do in these assays?
TDP1 block: 2.1%; N370S GC mod: 24.4%; FEN1 inh: -0.6%

Already shown: 4 of the compounds above.
Results for Cc1ccc(NNC(=O)CCc2ccccc2)c(C)c1 ?
TDP1 block: 7.1%; N370S GC mod: -5.9%; FEN1 inh: 0.4%

What do the screens show for `COc1cccc(NC2c3ccccc3C(=O)N2Cc2ccco2)c1` (stereo not drawn)?
TDP1 block: 5.9%; N370S GC mod: 5.9%; FEN1 inh: -2.7%

What do the screens show for `CC(C)c1ccc(NC(=O)N(CCc2nc3ccccc3[nH]2)C2CCCC2)cc1`?
TDP1 block: 5.0%; N370S GC mod: -14.6%; FEN1 inh: -18.3%

How did COc1ccc(N2C(=O)CC(NCc3cccc(F)c3)C2=O)cc1 (stereo not drawn) do in these assays?
TDP1 block: 2.1%; N370S GC mod: 24.4%; FEN1 inh: -0.6%

(cont.)
What do the screens show for `CC(C)Nc1c(N)c(=O)oc2ccccc12`?
TDP1 block: -6.0%; N370S GC mod: 7.3%; FEN1 inh: 8.5%

What do the screens show for `CCOc1ccc(C(=O)NC2CCN(C(=O)N3CCCC3)CC2)cc1`?
TDP1 block: 0.2%; N370S GC mod: 10.8%; FEN1 inh: 4.9%

Results for Cc1nnsc1C(=O)Nc1ccc(S(=O)(=O)N2CCC(C)CC2)cc1 ?
TDP1 block: 1.3%; N370S GC mod: -11.8%; FEN1 inh: -0.7%

How did Cc1ccccc1/C(N)=N/OC(=O)N1c2ccccc2Sc2ccccc21 do in these assays?
TDP1 block: 8.6%; N370S GC mod: -0.7%; FEN1 inh: -8.1%

How did C[C@H](CO)N1C[C@H](C)[C@@H](CN(C)S(C)(=O)=O)Oc2ccc(NC(=O)c3ccncc3)cc2C1=O do in these assays?
TDP1 block: -7.1%; FEN1 inh: 2.3%

Results for CC(=O)c1c(C)oc2ccc(NS(=O)(=O)c3ccccc3)cc12 ?
TDP1 block: 2.5%; N370S GC mod: -7.6%; FEN1 inh: -1.4%

What do the screens show for `CCN(C(=O)c1cc2c(Cl)nc3ccc(C)cc3c2s1)c1cc(OC)ccc1OC`?
TDP1 block: -1.3%; FEN1 inh: 2.7%

How did Cc1ccc(Nc2nc(N)nc(CN3CCN(C(=O)c4ccco4)CC3)n2)cc1Cl do in these assays?
TDP1 block: 5.1%; N370S GC mod: -4.5%; FEN1 inh: -6.3%

Results for CCn1c(=O)c(C(=O)NCc2cccnc2)c(O)c2ccccc21 ?
TDP1 block: -3.0%; N370S GC mod: 4.4%[2.35 µM]; FEN1 inh: -3.1%

How did Cc1nc2ccccc2nc1OCC(=O)Nc1ccc(F)cc1 do in these assays?
TDP1 block: 2.5%; N370S GC mod: 2.1%; FEN1 inh: 8.6%

What do the screens show for `COC(=O)C1(NC(=O)NC2CCCCC2)CCCCC1`?
TDP1 block: 0.0%; N370S GC mod: 8.4%; FEN1 inh: 1.1%

How did CN(C)CC(O)COC(c1ccccc1)c1ccccc1 (stereo not drawn) do in these assays?
TDP1 block: 0.0%; N370S GC mod: -6.6%; FEN1 inh: -0.9%

What do the screens show for `O=C(NCCN1CCOCC1)C1CCN(S(=O)(=O)N2CCCC2)CC1`?
TDP1 block: 0.0%; N370S GC mod: -6.5%; FEN1 inh: 20.0%

Results for CC1=CC(=O)[C@H]2C(C)(C)CCC[C@]2(C)[C@@]1(O)CO ?
TDP1 block: 5.1%; N370S GC mod: -10.4%; FEN1 inh: -19.2%

What do the screens show for `COc1cccc(C(=O)COc2ccc3c(C)cc(=O)oc3c2)c1`?
N370S GC mod: -11.2%; FEN1 inh: 14.2%

How did Cc1cc(C)nc(NC(=O)C(C)N2C(=O)c3ccccc3C2=O)n1 (stereo not drawn) do in these assays?
TDP1 block: 5.3%; N370S GC mod: 0.9%; FEN1 inh: -2.0%

What do the screens show for `COc1ccc(CCNS(=O)(=O)c2cccc3cccnc23)cc1OC`?
TDP1 block: 3.6%; N370S GC mod: -11.6%; FEN1 inh: -2.3%

Results for CN(C)c1ccc(C(=O)NC2(N3CCC3=O)CCCC2)cc1 ?
TDP1 block: 2.5%; N370S GC mod: -12.4%; FEN1 inh: -5.5%

Results for COc1cc(CNCCCN2CCOCC2)cc(Br)c1OCC(=O)N1CCCCC1 ?
TDP1 block: 4.3%; N370S GC mod: -3.5%; FEN1 inh: 10.4%

How did O=C(NCCc1ccccc1)C(=O)NCC1CCCO1 (stereo not drawn) do in these assays?
TDP1 block: -4.7%; N370S GC mod: -3.8%; FEN1 inh: -0.8%

What do the screens show for `Cc1cc(C)cc(-c2nnc(SCC(=O)N3CCN(C(=O)c4ccco4)CC3)o2)c1`?
TDP1 block: 1.9%; N370S GC mod: 8.7%; FEN1 inh: 14.9%

How did COc1ccc(CNC(=O)COc2cccnc2[N+](=O)[O-])cc1OC do in these assays?
N370S GC mod: -6.2%; FEN1 inh: 14.2%

How did CC1CCCN(c2nc3ccccc3nc2C(C#N)S(=O)(=O)c2cccs2)C1 (stereo not drawn) do in these assays?
TDP1 block: 6.8%; N370S GC mod: 12.7%; FEN1 inh: 3.3%

Results for CCOC(=O)CSC1=N/C(=C\c2cc(OC)c(OC)c(OC)c2)C(=O)N1C ?
TDP1 block: 0.0%; N370S GC mod: -22.1%; FEN1 inh: 1.2%

Results for CCOc1ccc(-c2cc3nc(C4CCN(C(=O)OC(C)(C)C)CC4)c(C(=O)O)cn3n2)cc1 ?
TDP1 block: 5.7%; N370S GC mod: 15.7%; FEN1 inh: 5.3%

What do the screens show for `Cc1cccc(Nc2nc(N)nc(CSC(=S)N3CCOCC3)n2)c1`?
TDP1 block: -2.7%; N370S GC mod: 3.2%; FEN1 inh: 51.3%[activator]

What do the screens show for `COc1ccc(-c2ccc([C@H]3[C@@H]4C=CCC[C@@]4(C)C(=O)N3Cc3ccccc3)c(F)c2)cc1`?
TDP1 block: -3.5%; N370S GC mod: 29.0%; FEN1 inh: -2.4%

Results for O=C1CN(C(=O)COC(=O)c2ccccc2O)c2ccccc2N1 ?
N370S GC mod: -0.3%; FEN1 inh: 0.0%

What do the screens show for `CCO[C@@H]1OC(C(=O)NCc2ccccc2)=C[C@H](c2ccc3c(c2)OCO3)[C@H]1CCCO`?
TDP1 block: 5.1%; N370S GC mod: -4.9%; FEN1 inh: -5.7%

What do the screens show for `CC(C)(C)c1ccc(C(=O)O)c(C(=O)c2ccccc2)c1`?
TDP1 block: 2.4%; N370S GC mod: 6.1%; FEN1 inh: 0.7%

How did CC(=O)N1CCOc2cc(S(=O)(=O)Nc3cc(C(F)(F)F)ccc3Cl)c(C)cc21 do in these assays?
TDP1 block: 0.0%; FEN1 inh: 14.8%

How did COc1cc(C(=O)N/C(=C\c2cn(C)c3ccccc23)C(=O)N2CCN(C)CC2)cc(OC)c1OC do in these assays?
N370S GC mod: -3.0%; FEN1 inh: -5.4%

What do the screens show for `Cc1ccc(Cl)cc1NC(=O)c1sc2nc(C)c(C)c(C)c2c1N`?
TDP1 block: -1.9%; FEN1 inh: 15.1%

What do the screens show for `CC1(C)C2([N+](=O)[O-])CN3CC1([N+](=O)[O-])CN(C2)C3C(O)C(O)C(O)CO` (stereo not drawn)?
TDP1 block: 3.9%; N370S GC mod: 3.4%; FEN1 inh: -0.4%

How did O=C(NCCCCN1CCN(c2cccc(Cl)c2Cl)CC1)c1ccc2c(c1)Cc1ccccc1-2 do in these assays?
TDP1 block: 3.6%; N370S GC mod: -19.0%

What do the screens show for `CCCC(=O)N(c1ccc2oc(=O)sc2c1)S(=O)(=O)c1ccccc1`?
TDP1 block: 12.4%; N370S GC mod: inconclusive; FEN1 inh: -0.2%

How did Cc1cc(NS(=O)(=O)c2ccc(NC(=S)NCc3ccccc3)cc2)no1 do in these assays?
TDP1 block: 0.0%; N370S GC mod: 2.2%; FEN1 inh: 17.8%
